# CCHFV vOTU inh = CCHFV vOTU protease inhibition. Pep-AMC fluorescence. inhibition, % at 11.5 µM. 0.55% of 370,000 active. AID 651958; also: 0% = vehicle wells with enzyme and 100% = no enzyme wells
# UGM FP inh = blocks M. tuberculosis UGM enzyme | P9WIQ1 | purified UGM, fluorescence polarization probe displacement | inhibition, % at 10 µM | 0.06% of 320,000 active; in the data active = inhibition above about 10%, passing the limit was not always enough; inconclusive = no clear call, values can overlap the other calls
# Target sequence (P9WIQ1 whole entry, looked up): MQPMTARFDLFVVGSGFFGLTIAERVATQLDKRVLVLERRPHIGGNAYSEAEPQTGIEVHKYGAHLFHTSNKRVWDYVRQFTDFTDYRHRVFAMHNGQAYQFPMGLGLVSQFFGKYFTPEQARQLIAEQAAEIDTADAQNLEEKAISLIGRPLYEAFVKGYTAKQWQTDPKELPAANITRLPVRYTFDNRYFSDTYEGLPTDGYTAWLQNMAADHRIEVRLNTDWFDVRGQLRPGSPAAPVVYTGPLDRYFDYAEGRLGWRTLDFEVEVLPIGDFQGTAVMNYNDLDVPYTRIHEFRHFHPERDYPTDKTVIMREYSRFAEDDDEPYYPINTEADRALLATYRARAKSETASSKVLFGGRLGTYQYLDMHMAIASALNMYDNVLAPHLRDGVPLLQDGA
# BoNT-A LC inh2 = blocks Botulinum neurotoxin A light chain protease | multiplex microsphere protease substrate cleavage, flow cytometry | inhibition, % at 10 µM | 0.17% of 360,000 active; in the data active = inhibition above about 30%; inconclusive = no clear call, values can overlap the other calls; also: plate controls were buffer without enzyme for full effect and enzyme alone for no effect
# GDH-TPI counter = GDH-TPI coupled enzyme inhibition counter-screen | GDH-TPI coupled enzyme counterscreen, NADH absorbance | inhibition, % at 4.8 µM | 1.2% of 360,000 active | AID 588335;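 also: 0% = DMSO wells and 100% = wells lacking the enzyme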
# PrPC surface inh = cell surface PrPC inhibition, primary TR-FRET screen | AID 720596 | P04156 | TR-FRET read-out | inhibition, % at 13.8 µM | 0.43% of 370,000 active; in the data active = inhibition above about 24%; also: 0% = median of the test wells and 100% = reference compound wells
# FadD28 binding = inhibitors of Mycobacterium tuberculosis FadD28 bisubstrate binding | FadD28 bisubstrate probe binding, fluorescence polarization | AID 588549 | 0.22% of 360,000 active | inhibition, % at 12.5 µM; in the data active = inhibition above about 8.5%, passing the limit was not always enough; inconclusive = no clear call, values can overlap the other calls
# Mtb BioA inh = inhibitors of Mycobacterium tuberculosis BioA enzyme; purified M. tuberculosis BioA enzyme, plate reader; inhibition, % at 9.99 µM; 0.096% of 360,000 active; AID 602481; in the data active = inhibition above about 40%; inconclusive = no clear call, values can overlap the other calls
# BoNT-F LC inh = BoNT F light chain protease inhibition. Multiplex microsphere protease cleavage assay, flow cytometry. 0.22% of 360,000 active. inhibition, % at 10 µM; in the data active = inhibition above about 35%, passing the limit was not always enough; inconclusive = no clear call, values can overlap the other calls; also: plate controls were buffer without enzyme for full effect and enzyme alone for no effect
# Mtb FBA inh = inhibits M. tuberculosis FBA enzyme; P9WQA3; purified M. tuberculosis FBA, fluorescence read-out; inhibition, % at 1 µM; 2.3% of 360,000 active; in the data active = inhibition above about 27%;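 also: 0% = vehicle and 100% = reference inhibitor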
# Target sequence (P9WQA3 whole entry, looked up): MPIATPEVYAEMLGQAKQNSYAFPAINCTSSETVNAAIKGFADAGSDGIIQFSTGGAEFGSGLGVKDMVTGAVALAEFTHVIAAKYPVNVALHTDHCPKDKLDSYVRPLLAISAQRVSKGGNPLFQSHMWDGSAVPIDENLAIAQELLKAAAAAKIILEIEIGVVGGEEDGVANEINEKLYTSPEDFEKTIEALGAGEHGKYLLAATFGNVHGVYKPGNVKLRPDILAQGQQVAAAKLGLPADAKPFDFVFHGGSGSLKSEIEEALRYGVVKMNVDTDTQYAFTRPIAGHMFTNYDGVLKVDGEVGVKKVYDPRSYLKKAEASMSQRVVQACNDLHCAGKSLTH
# * hit, by the source's call; ? = inconclusive; / = not tested or not shown. Rule as the data show it, unless noted: active = inhibition above about 30%; inactive = the rest.
SMILES,CCHFV vOTU inh,UGM FP inh,BoNT-A LC inh2,GDH-TPI counter,PrPC surface inh,FadD28 binding,Mtb BioA inh,BoNT-F LC inh,Mtb FBA inh
Cc1ccccc1NC(=O)/C(C#N)=C\c1cc(C)n(-c2ccc(C(=O)O)cc2)c1C,10,-0.3,-0.4,21,-13,-1.2,/,-3,0
O=S(=O)(NCCN1CCCC1)c1ccc(C(F)(F)F)cc1,0,-0.7,-1.5,-8,1,-3.6,0.7,-8,4
Cc1cc(NC(=O)c2cc3n(n2)C(C(F)(F)F)CC(c2ccc(Cl)c(Cl)c2)N3)no1 (configuration not stated),1,3.3,0.1,-6,-2,-4.1,-1.0,-1,1
Cc1nc(C)c(CC(=O)N/N=C/c2ccc(O)cc2)c(=O)[nH]1,-3,-3.2,0.5,17,-5,-0.8,/,-3,-3
COc1ccc([N+](=O)[O-])cc1NC(=O)COC(=O)Cc1cc(OC)c(OC)c(OC)c1,2,1.3,0.1,0,-16,-2.8,0.2,-1,-10
CC1(C)CC(=O)C2=C(C1)NCN(Cc1ccc3c(c1)OCO3)C2,17,-1.5,-0.1,3,-2,-1.9,-0.2,-3,5
COc1ccc(C(C)=O)c(Oc2cc(NN3CCCCC3)c([N+](=O)[O-])cc2[N+](=O)[O-])c1,7,2.4,0.1,11,-6,-0.8,1.9,-9,2
Cc1ccc(-c2cc(C(=O)N3CCN(c4ccccc4O)CC3)c3ccccc3n2)cc1,-9,2.2,1.3,-1,1,-0.3,0.4,4,0
COc1cccc2[nH]c3c(N4CCC5(CC4)OCCO5)ncnc3c12,-201,3.1,?,12,4,-2.1,/,?,149*
COC(=O)c1oc2c(c1C)C(=O)CCC2,-3,-0.4,1.3,4,-6,-0.1,1.6,?,1
C=CCSc1cc(C)nc2c(-c3ccc(Cl)cc3)c(C)nn12,1,-1.6,0.0,2,-2,-4.4,0.3,-1,0
O=C(COc1cccc2c1CCN(Cc1ccc(Br)cc1)C2=O)N1CCOCC1,-1,0.1,-0.3,-4,5,-4.5,/,0,0
N#CCCN(Cc1ccccc1)C(CCc1ccccc1)C(=O)NC1CCCCC1 (configuration not stated),14,/,-0.7,/,7,-5.4,-0.8,-4,-2
COc1ccc(S(=O)(=O)N2CCOCC2)cc1NC(=O)/C=C/c1ccc(F)cc1,-4,/,-1.6,8,1,-5.0,-2.2,-12,-3
COCCCn1c(C)nc2c(c1=O)c1nc3ccccc3nc1n2CCc1ccccc1,/,2.5,/,20,/,-3.1,0.1,/,36*
CN(C)c1nc(SCC(=O)Nc2ccccc2)nc(N2CCOCC2)n1,-16,1.1,0.3,-4,7,1.1,/,0,-1
CC(C)(C)NCc1cc2ccccc2[nH]c1=O,-2,0.7,0.4,7,-1,-1.2,1.2,7,3
O=C(N1CCCCCC1)N1CCN(C(=O)N2CCCCC2)CC1,9,-1.9,0.0,-2,-1,-0.6,-1.2,12,-4
CC1CCN(c2c(NCC3CCC(C(=O)NCCC4=CCCCC4)CC3)c(=O)c2=O)CC1 (configuration not stated),-9,0.6,-1.9,2,-5,-1.4,/,-13,-2
Cc1ccc(C(=O)C2=C(O)C(=O)N(Cc3cccnc3)C2c2ccc(OC(C)C)cc2)o1 (configuration not stated),13,1.2,8.8,21,2,0.3,1.8,11,-1
O=C(NCc1cccc(C(F)(F)F)c1)C1CC(c2cccc(F)c2)=NO1 (configuration not stated),6,2.3,0.5,-2,3,-4.4,-0.1,-9,-1
Cc1ccc(S(=O)(=O)N2CCN(C(=O)CCn3cncn3)CC2)cc1,-8,-1.7,-2.0,4,3,-0.3,-1.4,1,0
O=S(=O)(Nc1cccc(-c2cn3c(n2)SCC3)c1)c1ccc(F)cc1F,16,0.1,-4.3,3,3,-0.5,0.1,-9,3
COc1ccccc1Cc1c(-c2ccc(C#N)cc2)nc2c(C)cc(Br)cn12,6,/,0.8,/,15,-5.1,-0.4,-1,0
CCCCCCN1CCN(C2CN(Cc3cn(Cc4ccc(C)cc4)nn3)S(=O)(=O)C2)CC1 (configuration not stated),9,/,0.8,/,-3,/,/,4,/
C=CCn1c(SCC(=O)Nc2c(C)n(C)n(-c3ccccc3)c2=O)nc2sc(C)c(C)c2c1=O,2,1.5,0.1,16,6,-6.6,1.9,1,1
CCOC1=C2CN(S(=O)(=O)c3ccc(C)cc3)[C@@H](c3ccc(CC)cc3)C[C@H]2[C@H]2C(=O)N(c3ccccc3)C(=O)[C@H]2C1,-1,/,0.4,/,6,0.1,-7.2,6,1
CCSc1nnc(NC(NC(C)=O)(C(F)(F)F)C(F)(F)F)s1,1,3.2,0.0,-2,1,-0.6,-0.4,1,0
CC(=O)Nc1cccc(NC(C)=C(C#N)C#N)c1,6,-0.6,0.5,-3,11,-3.7,-0.6,-2,-3
Cc1cc(F)ccc1S(=O)(=O)NCC(c1ccc2c(c1)OCO2)N1CCOCC1 (configuration not stated),6,2.5,-1.6,16,0,-0.6,0.3,4,0
COc1ccc(S(=O)(=O)N/N=C(/C)c2ccc(Cl)cc2)cc1,3,1.1,-0.4,19,-1,1.4,/,-2,1
CCOc1ccccc1N(CC(=O)NC1CCCCC1)S(C)(=O)=O,-10,?,-0.2,5,-5,1.2,-1.0,13,-2
COc1ccccc1CNC(=O)c1ccc(Cl)c(NC2=NC3CS(=O)(=O)CC3S2)c1 (configuration not stated),-4,0.7,-0.8,-5,0,-0.1,-0.4,-3,2
Cn1c(COc2ccccc2)nnc1SCC(=O)Nc1ccc(N2CCOCC2)c(Cl)c1,-10,-4.4,?,4,2,0.2,/,-5,1
CCOC(=O)Cn1nc(C)c(NC(=O)c2cccc([N+](=O)[O-])c2)c1C,1,-0.4,-1.0,11,-26,0.2,/,3,0
C(=N\N=C\c1ccncc1)/c1ccncc1,4,1.7,0.2,-13,8,1.1,-0.7,3,-1
C[C@H](N)c1nnc(SCC(=O)c2ccc(Cl)cc2)o1,-8,/,-1.1,9,9,-0.1,0.9,-1,1
O=C(C[n+]1cc(Br)cc2ccccc21)c1ccc(F)cc1,-7,-0.5,120*,7,-16,-1.9,-1.5,42*,-1
COc1ccc2ccccc2c1/C=N/NC(=O)CC1(C)OCCCO1,-2,-1.3,-0.5,10,2,-2.1,/,-3,-1
O=C(c1ccc2c(=O)n3c(nc2c1)CCCCC3)N1CCN(C(c2ccccc2)c2ccccc2)CC1,-7,-0.8,-0.4,12,15,-1.2,-0.6,-1,3
CCCCCC1CCC(C(=O)NCCN2CCOCC2)CC1 (configuration not stated),-6,-2.6,0.9,-6,-1,-3.5,0.1,-6,1
CCN(CC)CCNc1ccc(CO)c2oc3ccccc3c(=O)c12,4,/,-0.3,-8,-2,-4.5,-0.6,-1,-4
CCN(CC)c1ccc(N)cc1S(=O)(=O)Nc1ccccc1OC,15,0.9,4.0,2,7,0.0,-1.1,24,4
CCCn1c(SCC(=O)c2c(N)n(C3CC3)c(=O)[nH]c2=O)nc2cc(S(N)(=O)=O)ccc21,21,-0.4,1.3,7,-1,-0.2,-0.7,-9,5
O=C(CSc1nncs1)N1c2ccccc2Sc2ccccc21,-16,0.6,-0.5,8,2,-14,44*,-5,0

# Sorted by number of heavy atoms (rising): some entries from above.
SMILES,CCHFV vOTU inh,UGM FP inh,BoNT-A LC inh2,GDH-TPI counter,PrPC surface inh,FadD28 binding,Mtb BioA inh,BoNT-F LC inh,Mtb FBA inh
C(=N\N=C\c1ccncc1)/c1ccncc1,4,1.7,0.2,-13,8,1.1,-0.7,3,-1
C[C@H](N)c1nnc(SCC(=O)c2ccc(Cl)cc2)o1,-8,/,-1.1,9,9,-0.1,0.9,-1,1
O=C(C[n+]1cc(Br)cc2ccccc21)c1ccc(F)cc1,-7,-0.5,120*,7,-16,-1.9,-1.5,42*,-1
CCCCCC1CCC(C(=O)NCCN2CCOCC2)CC1 (configuration not stated),-6,-2.6,0.9,-6,-1,-3.5,0.1,-6,1
O=C(CSc1nncs1)N1c2ccccc2Sc2ccccc21,-16,0.6,-0.5,8,2,-14,44*,-5,0
CCOc1ccccc1N(CC(=O)NC1CCCCC1)S(C)(=O)=O,-10,?,-0.2,5,-5,1.2,-1.0,13,-2
COc1ccc2ccccc2c1/C=N/NC(=O)CC1(C)OCCCO1,-2,-1.3,-0.5,10,2,-2.1,/,-3,-1
COc1ccccc1CNC(=O)c1ccc(Cl)c(NC2=NC3CS(=O)(=O)CC3S2)c1 (configuration not stated),-4,0.7,-0.8,-5,0,-0.1,-0.4,-3,2
Cn1c(COc2ccccc2)nnc1SCC(=O)Nc1ccc(N2CCOCC2)c(Cl)c1,-10,-4.4,?,4,2,0.2,/,-5,1
O=C(c1ccc2c(=O)n3c(nc2c1)CCCCC3)N1CCN(C(c2ccccc2)c2ccccc2)CC1,-7,-0.8,-0.4,12,15,-1.2,-0.6,-1,3

# Going on with the list.
SMILES,CCHFV vOTU inh,UGM FP inh,BoNT-A LC inh2,GDH-TPI counter,PrPC surface inh,FadD28 binding,Mtb BioA inh,BoNT-F LC inh,Mtb FBA inh
Cc1ccccc1OCCSCc1nc2ccccc2[nH]1,6,0.9,-0.8,0,5,-4.4,/,-4,2
COc1ccccc1/C=N/n1c(N)c(C(=O)NC2CCCCC2)c2nc3ccccc3nc21,-6,/,/,2,-6,-0.2,1.3,/,5
CCC(=O)N(c1nnc(SCC(=O)NN2C(=O)NC3(CCCCC3)C2=O)s1)C1CC1,-13,0.1,-0.4,2,4,-0.7,0.0,-2,1
COc1ccc(C2=NN(Cc3ccccc3)C3C(=O)NC(=O)C23)cc1 (configuration not stated),13,0.4,-0.6,1,0,-3.7,-0.5,0,-6
CS(=O)(=O)Nc1ccccc1C(=O)Nc1cccc(Cl)c1,-9,1.6,?,7,6,0.4,-0.9,53*,20
CC1=NNC(=O)C1CCC(=O)N/N=C(/C)c1ccc([N+](=O)[O-])cc1 (configuration not stated),30*,4.5,-0.4,18,-9,-1.3,1.0,2,-3
Oc1cccc2cc3cccc(O)c3c(O)c12,/,1.4,1.4,5,/,-7.3,-1.6,2,-3
CCOC(=O)c1[nH]c2ccc(F)cc2c1NC(=O)c1cc(OC)c(OC)c(OC)c1,8,4.0,-0.3,-2,11,-1.7,-2.9,-4,5
Cc1ccc(SCC(=O)NCC(C)C)cc1,-9,1.4,2.0,-4,-7,-3.6,-1.4,17,2
CCn1c(O)c(/C=N/NC(=O)c2ccncc2)c(=O)[nH]c1=S,7,-0.5,-2.1,17,0,0.9,/,-12,7
NS(=O)(=O)c1ccc(CCNC(=O)C2COc3ccccc3O2)cc1 (configuration not stated),1,1.4,?,3,-2,-0.3,1.1,?,0
O=C(O)c1ccc2c(=O)n(-c3ccc(F)c(Cl)c3)c(=S)[nH]c2c1,-1,0.7,-0.5,18,1,-1.9,0.0,-7,8
NS(=O)(=O)c1ccccc1NC(=S)Nc1ccccc1S(N)(=O)=O,8,0.6,-0.4,-12,7,0.6,1.4,25,62*
O=C(CN(c1ccccc1F)S(=O)(=O)c1ccccc1)N1CCCCCC1,5,-1.1,-1.0,-6,5,-2.5,1.3,-26,0
CC(=O)c1sc(NC(=O)C(C)Oc2ccc3c(C)cc(=O)oc3c2)nc1C (configuration not stated),0,1.2,1.6,29,2,-2.7,11,4,2
COc1ccc(/C=N/NC(=O)C2C3CCCCC32)cc1OC (configuration not stated),19,1.6,0.9,2,-1,-2.8,/,4,-1
Cc1cccc(/C(N)=N/OC(=O)Cc2cccs2)c1,6,0.0,1.8,-6,-1,-4.8,-1.4,4,0

# High-throughput results from PubChem BioAssay.
